From PubChem
MgcRacGAP inhibition – MgcRacGAP GTPase-activating activity inhibitors, confirmation, biochemical, ADP Hunter fluorescence; MgcRacGAP-stimulated Rac1 GTP hydrolysis, ADP Hunter fluorescence; higher % means a stronger effect; GST-tagged Rac1 F28L mutant substrate; hit rate 0.6% among 340,000; inhibition, % at 30 µM, or IC50 in µM where a hit was titrated;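 active = first-screen hits whose inhibition reached a set limit at any dose in the follow-up dose series; inconclusive = inhibition above the set first-screen limit but never retested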;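 also: fluorescence reports GDP produced by GAP-driven GTP hydrolysis; strong numbers were not always called active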
NS5 inhibitors – Dengue-2 NS5 methyltransferase inhibitors, primary screen, biochemical, confirmation dose response (AID 588689); inhibition, % at 25 µM, or IC50 in µM where a hit was titrated; hit rate 0.3% among 340,000; Dengue-2 NS5 methyltransferase capping enzyme assay, biochemical; higher % means a stronger effect; in the data active = a potency from the dose series; inconclusive = inhibition above about 29% without an active follow-up result
CSM14.1 death rescue – protection against thapsigargin-triggered cell killing – 384-well, CSM14.1, ATP luminescence, primary screen (AID 1222); one-dose cellular ATP content (survival), % at 20 µM; EC50 in µM for titrated hits; 190,000 tested, under 10 active; CSM14.1 thapsigargin-induced death rescue, ATP luminescence; higher % means a stronger effect;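 active = EC50 below 50 µM in the dose-response confirmation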;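 also: death triggered by thapsigargin at about 15 µM added after 2 h compound pretreatment; cell ATP read after overnight thapsigargin exposure of roughly 18 to 22 hours; normalized against plate controls of thapsigargin alone and 5% DMSO vehicle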
Large T inhibition – SV40 large T antigen inhibitors, biochemical (AID 1903); SV40 large T antigen ATPase/helicase inhibition assay; higher % means a stronger effect; inhibition, % at 20 µM, or IC50 in µM where a hit was titrated; hit rate 0.39% among 310,000; in the data active = a potency from the dose series; inconclusive = inhibition mostly from about 32% at the one dose, without a potency; inactive = the rest, 99 in 100 with inhibition below about 32%; also: strong numbers were not always called active
RSV antiviral HEp-2 – RSV antiviral activity via CPE protection, HEp-2 cells, primary 10 µM value included (AID 2391); HEp-2 cells, RSV-induced CPE inhibition; higher % means a stronger effect; CPE inhibition, % at 10 µM; hits with a dose series show IC50 in µM; hit rate 0.13% among 310,000; in the data active = a potency from the dose series; inconclusive = CPE inhibition mostly from about 23% at the one dose, without a potency; inactive = the rest, 99 in 100 with CPE inhibition below about 21%; also: strong numbers were not always called active
GPR35 arrestin U2OS – inhibition of zaprinast-stimulated GPR35 beta-arrestin translocation – imaging, U2OS, beta-arrestin-GFP, zaprinast agonist, primary screen (AID 2058) | U2OS GPR35 beta-arrestin-GFP translocation imaging, zaprinast antagonism; higher % means a stronger effect | inhibition, % at 10 µM; hits with a dose series show IC50 in µM | hit rate 0.052% among 290,000;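 active = inhibition of at least 50% with at least 30 cells and total cytoplasm GFP at most 10,000,000; inconclusive = under 30 cells or total GFP of 10,000,000 plus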
LYP phosphatase – inhibitors of LYP phosphatase, biochemical, fluorescence intensity, uHTS (AID 1779); recombinant LYP phosphatase, fluorescence intensity; higher % means a stronger effect; inhibition, % at 11.5 µM, or IC50 in µM where a hit was titrated; hit rate 0.054% among 290,000; in the data active = inhibition above about 50%;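 also: plate controls were vehicle with enzyme for no effect and no enzyme for full effect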
West Nile virus CPE – West Nile virus antiviral activity, cell-based, CPE readout (AID 1621); CPE inhibition, % at 10 µM; hits with a dose series show IC50 in µM; hit rate 0.02% among 290,000; West Nile virus-infected cells, CPE inhibition; higher % means a stronger effect; in the data active = a potency from the dose series; inconclusive = CPE inhibition mostly from about 3.7% at the one dose, without a potency; inactive = the rest, 99 in 100 with CPE inhibition below about 2.2%; also: strong numbers were not always called active
PhoP inhibition – PhoP-dependent GFP reporter repression – Salmonella Typhimurium, primary screen (AID 1863) | S. Typhimurium PhoP-regulated promoter GFP reporter, 4 h; higher % means a stronger effect | one-dose inhibition, % at 50 µM; IC50 in µM for titrated hits | hit rate 0.16% among 300,000;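 active = inhibition over 29.93%, a cutoff 3 SD above the screen mean, later confirmed by dose response; inconclusive = inhibition over 29.93% but no dose response follow-up; inactive = inhibition at most 29.93% or unconfirmed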;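 also: 0% = low Mg2+ inducing control and 100% = high Mg2+ repressing control; strong numbers were not always called active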
Active calls of the source: *; ? = inconclusive; / = no result given. The order is random; any-hit rate near 1.5%.

SMILES	MgcRacGAP inhibition	NS5 inhibitors	CSM14.1 death rescue	Large T inhibition	RSV antiviral HEp-2	GPR35 arrestin U2OS	LYP phosphatase	West Nile virus CPE	PhoP inhibition
COC(=O)c1ccc(Oc2nc(NC(C)C)nc(SC)n2)cc1	6.8%	-6.9%	-3.2%	15.1%	0.9%	9.6%	-7.5%	0.3%	9.1%
COc1ccccc1CNC(=O)CCCNC(=O)Cn1cnc2sc(C)c(C)c2c1=O	6.4%	-0.8%	/	6.6%	0.1%	18.4%	-6.6%	-0.1%	-4.6%
CC(=O)Nc1ccc(S(=O)(=O)N/N=C/c2ccc(C)o2)cc1	10.2%	-5.2%	/	15.2%	1.0%	-7.0%	-10.4%	0.3%	1.3%
CCc1ccc(-c2cc(C(F)(F)F)n3nc(C(=O)Nc4c(C)nn(Cc5ccccc5Cl)c4C)cc3n2)s1	12.8%	-3.4%	2.9%	19.4%	2.1%	-17.1%	0.6%	-0.4%	-0.9%
CNC(=O)CSc1nc2ccccc2c(=O)n1C1CCCCC1	8.1%	0.0%	/	8.7%	-0.3%	10.1%	-8.9%	-0.7%	-9.7%
Cc1c(C(=O)NC2CCN(Cc3ccccc3)C2)oc2ccc(Br)cc12 (stereo not drawn)	6.0%	-17.0%	/	8.7%	12.8%	3.7%	-7.4%	0.7%	-0.2%
O=C(CN1CCOCC1)Nc1ccccc1NC(=O)C1CCN(c2ncccn2)CC1	-7.2%	-11.3%	-0.2%	9.7%	0.0%	-3.4%	-1.6%	/	-9.1%
N#Cc1ccsc1NC(=O)C1CCN(S(=O)(=O)c2cccs2)CC1	9.7%	-5.8%	/	6.5%	0.2%	/	/	/	-4.3%
CCCCCCCCOC(=O)C(NC(=O)CCC(=O)Nc1ccc(S(N)(=O)=O)cc1)C(O)c1ccccc1 (stereo not drawn)	1.6%	0.0%	-2.6%	14.9%	0.2%	-6.0%	-7.0%	0.6%	14.3%
O=[N+]([O-])c1ccc2nc(C3CCCCC3)[nH]c2c1	6.2%	0.0%	/	6.3%	1.0%	-6.8%	-5.5%	-1.0%	-3.6%
CCOC(=O)c1ccc(NC(=O)CN2C(=O)CSCC2=O)cc1	12.3%	0.9%	2.9%	11.3%	0.5%	11.1%	-2.7%	0.1%	-4.8%
COc1ccc(-c2c(C)c3ccc(O)cc3oc2=O)cc1OC	14.6%	-6.8%	/	11.3%	2.6%	-13.7%	-18.8%	0.6%	4.0%
COc1ccc(N2CCN(c3ccc(NC(=O)NN)cc3)CC2)cc1	?	-8.2%	/	16.9%	0.2%	-8.2%	-9.6%	0.0%	-5.9%
COc1cc(OC)c2c(-c3ccccc3)cc(=O)oc2c1C(CCN1CCCC(C)C1)c1ccc(N(C)C)cc1 (stereo not drawn)	6.2%	-4.8%	/	17.5%	-3.9%	3.2%	1.7%	1.3%	3.1%
O=C(OCc1ccc(-c2ccccc2)cc1)c1cccc(O)c1	6.1%	-1.6%	/	-5.4%	20.1%	1.9%	-0.3%	0.0%	4.6%
CCN(CC)c1ccc(-c2nn3c(-c4cccnc4)nnc3s2)cc1	0.9%	-4.3%	1.8%	11.6%	/	-4.2%	-12.3%	/	9.0%
O=C1CCCN1CN(C(=O)c1ccccc1)c1ccccc1	-9.5%	-3.8%	-0.2%	2.4%	2.0%	-2.7%	-8.5%	-0.3%	-0.1%
Cc1ccc(OC(=O)c2cccc(C(=O)Oc3ccc(C)cn3)n2)nc1	/	/	2.8%	19.3%	0.5%	-7.3%	-11.7%	0.6%	16.1%
O=C(NCC(c1ccco1)N1CCc2ccccc21)c1cccc([N+](=O)[O-])c1 (stereo not drawn)	10.5%	-8.8%	/	25.2%	-0.7%	/	/	/	-5.7%
CCN(CC)c1ccc2cc(-c3nnc(-c4ccncc4)o3)c(=O)oc2c1	12.2%	?	/	8.3%	/	13.3%	7.1%	0.9%	-62.9%
COCc1cc(C)nc(OCC(=O)N/N=C/c2ccc(-c3cc([N+](=O)[O-])ccc3Cl)o2)c1C#N	4.5%	3.7%	-1.2%	10.5%	0.1%	-7.2%	-4.9%	-0.2%	-5.7%
CCOC(=O)c1c(NC(=O)c2cccs2)sc2c1CCCC2	9.7%	-2.9%	-3.6%	20.5%	1.2%	-0.9%	-5.6%	-0.6%	-11.8%
O=C(CN1C(=O)S/C(=C\C=C\c2ccccc2)C1=O)Nc1ccc(C(=O)O)cc1	9.3%	12.7%	/	32.1%	2.4%	-0.2%	1.4%	-0.1%	-0.5%
O=c1c2c(nc3cc(-c4ccccc4)[nH]n13)CCS2	55.0%	29.6%	-4.9%	22.4%	3.5%	-5.8%	-1.3%	/	2.9%
CCCCC(C)n1[nH]c(=O)cc1N (stereo not drawn)	15.1%	1.1%	0.4%	5.4%	0.1%	-8.9%	-4.3%	0.3%	-6.1%

Next section (3 carried over from the part before).
SMILES	MgcRacGAP inhibition	NS5 inhibitors	CSM14.1 death rescue	Large T inhibition	RSV antiviral HEp-2	GPR35 arrestin U2OS	LYP phosphatase	West Nile virus CPE	PhoP inhibition
O=C(CN1C(=O)S/C(=C\C=C\c2ccccc2)C1=O)Nc1ccc(C(=O)O)cc1	9.3%	12.7%	/	32.1%	2.4%	-0.2%	1.4%	-0.1%	-0.5%
O=c1c2c(nc3cc(-c4ccccc4)[nH]n13)CCS2	55.0%	29.6%	-4.9%	22.4%	3.5%	-5.8%	-1.3%	/	2.9%
CCCCC(C)n1[nH]c(=O)cc1N (stereo not drawn)	15.1%	1.1%	0.4%	5.4%	0.1%	-8.9%	-4.3%	0.3%	-6.1%
CCOc1ccc(OCC)c(NC(=O)CN2CCN(c3cccc(C)c3C)CC2)c1	19.8%	0.0%	-2.6%	-1.9%	2.5%	-5.3%	-4.5%	0.2%	-10.9%
COc1cc2c(cc1OC)C(C)N(C(=O)c1ccc(Br)o1)CC2 (stereo not drawn)	9.4%	1.5%	-1.8%	3.3%	4.8%	-6.5%	-9.4%	-0.6%	-4.9%
Cc1cccc(CN2CCN(C(c3ccccc3)c3ccc(Cl)cc3)CC2)c1 (stereo not drawn)	8.9%	2.9%	8.0%	13.0%	2.8%	-8.2%	-0.3%	0.1%	3.1%
COC(=O)c1cccc(C(=O)N2CCCC(Nc3ccc(C)c(C)c3)C2)c1 (stereo not drawn)	6.8%	-7.8%	/	16.5%	1.4%	8.4%	-6.3%	-0.6%	3.0%
COc1ccc(OC)c(NC2=NC3(CCCC3)N=C(N)N2)c1	7.9%	-7.3%	-1.7%	-0.2%	1.7%	4.1%	1.4%	0.8%	-2.7%
Cc1nnc(NC(=O)c2oc3ccccc3c2C)s1	5.4%	5.9%	/	18.7%	2.0%	1.0%	-4.0%	-0.3%	-5.2%
CN(CCC#N)C(=O)c1ccc(CNS(=O)(=O)c2ccc(F)cc2)cc1	14.7%	3.2%	0.3%	10.8%	-0.9%	4.9%	-10.8%	0.0%	-3.8%
COc1ccccc1CN1CC(=O)N2CSC[C@H]2C1=O	0.0%	-4.5%	/	4.1%	0.4%	22.4%	0.5%	0.6%	-4.7%
Cc1cc(C)n(-c2cc(C(=O)O)cc(C(=O)O)c2)n1	-2.8%	3.1%	0.8%	1.9%	2.1%	9.4%	-6.1%	0.1%	-2.3%
CC(c1ccccc1F)n1cc(C(=O)NCCc2ccco2)nn1 (stereo not drawn)	6.9%	0.8%	0.4%	2.1%	2.5%	5.5%	-4.5%	1.0%	13.6%
O=C(CCC1CCCC1)NNC(=O)c1cc2ccccc2cc1O	11.9%	57.6%	/	4.1%	2.4%	6.5%	-1.1%	1.5%	1.2%
CCN1CCN(c2ccc(S(=O)(=O)N3CCOCC3)cc2NC(=O)/C=C/c2ccc(C)cc2)CC1	7.7%	0.0%	/	26.1%	-1.7%	/	/	/	-5.2%
Cc1ccc(CNC(=O)COC(=O)CCC(=O)c2cccs2)cc1	9.5%	-3.7%	-1.6%	9.7%	0.2%	10.4%	-8.5%	1.6%	8.5%
C=CCn1c(=O)/c(=C\c2ccccn2)s/c1=C(/C#N)C(=O)NCC1CCCO1 (stereo not drawn)	1.1%	23.7%	-1.2%	3.4%	1.7%	-8.5%	2.1%	-1.0%	1.4%
Cc1nc2ccc(NC(=O)CS(=O)(=O)c3ccccc3)cc2s1	5.1%	4.3%	/	9.2%	1.8%	/	/	/	-5.3%
O=C1CC(c2ccccc2)CC(O)=C1C=NCc1ccc(Cl)cc1 (stereo not drawn)	10.7%	-2.1%	0.8%	2.5%	1.8%	2.6%	-4.3%	-0.4%	-5.5%
CC1CCN(C(=O)CSc2nncn2C)CC1	10.2%	-5.9%	-1.8%	-0.2%	1.0%	-2.8%	-10.0%	0.7%	2.6%
OCCCC1CCCCN1Cc1nc(Cc2ccccc2Cl)no1 (stereo not drawn)	6.6%	-6.8%	-1.3%	2.8%	2.0%	6.8%	3.1%	-0.4%	-4.1%
CCc1nnc(NC(=O)CSc2nnc(C)c(=O)n2N)s1	7.5%	-3.4%	/	14.3%	0.9%	-3.1%	-4.1%	-0.1%	-2.5%
COc1ccc(NC(=S)Nc2cccc3ccccc23)cc1OC	41.0%	2.6%	/	4.2%	12.6%	4.9%	-0.2%	-0.1%	-2.0%
CNC(=O)c1nnn(-c2ccccc2)c1C(=O)NC	-7.8%	-9.7%	2.0%	8.7%	0.6%	4.3%	-12.4%	0.3%	11.2%
CN1CCN(C(=O)c2cc3nc(-c4ccccc4)cc(C(F)(F)F)n3n2)CC1	9.4%	1.4%	2.5%	0.8%	3.6%	10.2%	-5.0%	-0.4%	-7.0%
O=C(OC1CCOC1=O)c1cccc(S(=O)(=O)Nc2cccc(Cl)c2)c1 (stereo not drawn)	2.5%	-0.7%	-1.1%	24.3%	1.6%	-6.5%	-2.6%	-0.3%	-13.4%

Record cards (already shown).
CC(c1ccccc1F)n1cc(C(=O)NCCc2ccco2)nn1 (stereo not drawn) across the screens: MgcRacGAP inhibition: 6.9%; NS5 inhibitors: 0.8%; CSM14.1 death rescue: 0.4%; Large T inhibition: 2.1%; RSV antiviral HEp-2: 2.5%; GPR35 arrestin U2OS: 5.5%; LYP phosphatase: -4.5%; West Nile virus CPE: 1.0%; PhoP inhibition: 13.6%
COC(=O)c1cccc(C(=O)N2CCCC(Nc3ccc(C)c(C)c3)C2)c1 (stereo not drawn) across the screens: MgcRacGAP inhibition: 6.8%; NS5 inhibitors: -7.8%; CSM14.1 death rescue: /; Large T inhibition: 16.5%; RSV antiviral HEp-2: 1.4%; GPR35 arrestin U2OS: 8.4%; LYP phosphatase: -6.3%; West Nile virus CPE: -0.6%; PhoP inhibition: 3.0%
